BRCA1 expr up: BRCA1 expression activation; MCF7-BRCA1-FFLuc reporter, luminescence, 48 h; response scale: scaled: vehicle 0%, 10 µM genistein 100%; Potency, µM (highest dose often 46.1 µM), inactives show top-dose activation, usual class: activators; hit rate 1.1% among 380,000; AID 624202; further: potency means the concentration at half of the fitted maximal effect; nearly all actives have a fitted effect of over 80% in size; some results filed as inactive show a strong effect at the top dose
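Using MCF7 cells harboring a BRCA1 firefly luciferase reporter, plated 2 h before compound pinning, the screen measured luminescence after 48 h incubation. Responses were normalized to DMSO and 10 microM genistein, then fitted for concentration-effect.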
ELG1 DNA repair: ELG1-dependent DNA repair inhibition; HEK293T ELG1-luciferase reporter, luminescence, 16 h; DNA damage induced by 5-fluorouridine; Potency, µM (doses to about 46.1 µM), for inactives: at the highest dose activity change, negative = inhibition, most hits filed as inhibitors; hit rate 2.3% among 330,000; AID 504467; further: potency means the concentration at half of the fitted maximal effect; on the % scale 0 is the no-effect control and ±100 the full control effect; nearly all actives have a fitted effect of over 55% in size
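Step one: seed 2,000 cells per well. Step two: pin-transfer compound or DMSO alongside 5-fluorouridine. Step three: incubate 16 hr, 37 °C, 5% CO2. Step four: add ONE-Glo, wait 30 min, read luminescence.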
TRPV1 agonist: activates the human vanilloid receptor TRPV1. activation, % at 8.33 µM. TRPV1-expressing cells, Fluo-8 calcium influx, agonist mode. hit rate 0.19% among 320,000; in the data active means activation above about 80%; inconclusive means between about 30% and that limit; further: 0% is about no effect
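Fluo-8 calcium influx in TRPV1-expressing cells, kinetic read (ex 480/em 520 nm). Compound added and read 3 min for agonist activity, followed by capsaicin at EC20 final and 2 min further read for enhancement.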
TSG101-PTAP inh: blocks PTAP/TSG101 interaction to inhibit HIV-1 budding | Fluorescence polarization, FITC-PTAP peptide / Tsg101 binding | Q99816 | AID 493005 | 340,000 tested, under 10 active | Potency, µM (titrated, usually from 115 µM), without a hit: at the top dose activity change, negative = inhibition, hits mostly inhibitors; active means well fitted inhibition curve with a large enough effect in the main read-out, with a control signal flat, not every such curve was filed as active; inconclusive means small, poorly fitted or top-dose-only effect, or effect the other way, or a change in a side signal; inactive means no such curve, though single readings can be large or run the other way; further: potency means the concentration at half of the fitted maximal effect; % of control where 0% means no effect
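Tsg101 binding domain (10 uM final) was mixed with compound and a FITC-labeled PTAP peptide (50 nM final) in HEPES pH 7.5 buffer with NaCl, Tween 20, EDTA and TCEP; fluorescence polarization was read after 20 min at r.t.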
CXXC DNA block: inhibitors of human MLL CXXC domain-DNA interaction; Q03164; MLL-CXXC / FITC-HOXA9 DNA fluorescence polarization; Potency, µM (series often up to 115 µM), for inactives: at the highest dose activity change, negative = inhibition, usual class: inhibitors; hit rate 0.037% among 290,000; AID 2662; active means well fitted inhibition curve with a large enough effect in the polarisation, with a control signal flat, not every such curve was filed as active; inconclusive means small, poorly fitted or top-dose-only effect, or effect the other way, or a change in a side signal; inactive means no such curve, though single readings can be large or run the other way; the % refers to the polarisation; further: potency means the concentration at half of the fitted maximal effect
Target sequence (Q03164 whole entry, looked up, the tested form may be a part): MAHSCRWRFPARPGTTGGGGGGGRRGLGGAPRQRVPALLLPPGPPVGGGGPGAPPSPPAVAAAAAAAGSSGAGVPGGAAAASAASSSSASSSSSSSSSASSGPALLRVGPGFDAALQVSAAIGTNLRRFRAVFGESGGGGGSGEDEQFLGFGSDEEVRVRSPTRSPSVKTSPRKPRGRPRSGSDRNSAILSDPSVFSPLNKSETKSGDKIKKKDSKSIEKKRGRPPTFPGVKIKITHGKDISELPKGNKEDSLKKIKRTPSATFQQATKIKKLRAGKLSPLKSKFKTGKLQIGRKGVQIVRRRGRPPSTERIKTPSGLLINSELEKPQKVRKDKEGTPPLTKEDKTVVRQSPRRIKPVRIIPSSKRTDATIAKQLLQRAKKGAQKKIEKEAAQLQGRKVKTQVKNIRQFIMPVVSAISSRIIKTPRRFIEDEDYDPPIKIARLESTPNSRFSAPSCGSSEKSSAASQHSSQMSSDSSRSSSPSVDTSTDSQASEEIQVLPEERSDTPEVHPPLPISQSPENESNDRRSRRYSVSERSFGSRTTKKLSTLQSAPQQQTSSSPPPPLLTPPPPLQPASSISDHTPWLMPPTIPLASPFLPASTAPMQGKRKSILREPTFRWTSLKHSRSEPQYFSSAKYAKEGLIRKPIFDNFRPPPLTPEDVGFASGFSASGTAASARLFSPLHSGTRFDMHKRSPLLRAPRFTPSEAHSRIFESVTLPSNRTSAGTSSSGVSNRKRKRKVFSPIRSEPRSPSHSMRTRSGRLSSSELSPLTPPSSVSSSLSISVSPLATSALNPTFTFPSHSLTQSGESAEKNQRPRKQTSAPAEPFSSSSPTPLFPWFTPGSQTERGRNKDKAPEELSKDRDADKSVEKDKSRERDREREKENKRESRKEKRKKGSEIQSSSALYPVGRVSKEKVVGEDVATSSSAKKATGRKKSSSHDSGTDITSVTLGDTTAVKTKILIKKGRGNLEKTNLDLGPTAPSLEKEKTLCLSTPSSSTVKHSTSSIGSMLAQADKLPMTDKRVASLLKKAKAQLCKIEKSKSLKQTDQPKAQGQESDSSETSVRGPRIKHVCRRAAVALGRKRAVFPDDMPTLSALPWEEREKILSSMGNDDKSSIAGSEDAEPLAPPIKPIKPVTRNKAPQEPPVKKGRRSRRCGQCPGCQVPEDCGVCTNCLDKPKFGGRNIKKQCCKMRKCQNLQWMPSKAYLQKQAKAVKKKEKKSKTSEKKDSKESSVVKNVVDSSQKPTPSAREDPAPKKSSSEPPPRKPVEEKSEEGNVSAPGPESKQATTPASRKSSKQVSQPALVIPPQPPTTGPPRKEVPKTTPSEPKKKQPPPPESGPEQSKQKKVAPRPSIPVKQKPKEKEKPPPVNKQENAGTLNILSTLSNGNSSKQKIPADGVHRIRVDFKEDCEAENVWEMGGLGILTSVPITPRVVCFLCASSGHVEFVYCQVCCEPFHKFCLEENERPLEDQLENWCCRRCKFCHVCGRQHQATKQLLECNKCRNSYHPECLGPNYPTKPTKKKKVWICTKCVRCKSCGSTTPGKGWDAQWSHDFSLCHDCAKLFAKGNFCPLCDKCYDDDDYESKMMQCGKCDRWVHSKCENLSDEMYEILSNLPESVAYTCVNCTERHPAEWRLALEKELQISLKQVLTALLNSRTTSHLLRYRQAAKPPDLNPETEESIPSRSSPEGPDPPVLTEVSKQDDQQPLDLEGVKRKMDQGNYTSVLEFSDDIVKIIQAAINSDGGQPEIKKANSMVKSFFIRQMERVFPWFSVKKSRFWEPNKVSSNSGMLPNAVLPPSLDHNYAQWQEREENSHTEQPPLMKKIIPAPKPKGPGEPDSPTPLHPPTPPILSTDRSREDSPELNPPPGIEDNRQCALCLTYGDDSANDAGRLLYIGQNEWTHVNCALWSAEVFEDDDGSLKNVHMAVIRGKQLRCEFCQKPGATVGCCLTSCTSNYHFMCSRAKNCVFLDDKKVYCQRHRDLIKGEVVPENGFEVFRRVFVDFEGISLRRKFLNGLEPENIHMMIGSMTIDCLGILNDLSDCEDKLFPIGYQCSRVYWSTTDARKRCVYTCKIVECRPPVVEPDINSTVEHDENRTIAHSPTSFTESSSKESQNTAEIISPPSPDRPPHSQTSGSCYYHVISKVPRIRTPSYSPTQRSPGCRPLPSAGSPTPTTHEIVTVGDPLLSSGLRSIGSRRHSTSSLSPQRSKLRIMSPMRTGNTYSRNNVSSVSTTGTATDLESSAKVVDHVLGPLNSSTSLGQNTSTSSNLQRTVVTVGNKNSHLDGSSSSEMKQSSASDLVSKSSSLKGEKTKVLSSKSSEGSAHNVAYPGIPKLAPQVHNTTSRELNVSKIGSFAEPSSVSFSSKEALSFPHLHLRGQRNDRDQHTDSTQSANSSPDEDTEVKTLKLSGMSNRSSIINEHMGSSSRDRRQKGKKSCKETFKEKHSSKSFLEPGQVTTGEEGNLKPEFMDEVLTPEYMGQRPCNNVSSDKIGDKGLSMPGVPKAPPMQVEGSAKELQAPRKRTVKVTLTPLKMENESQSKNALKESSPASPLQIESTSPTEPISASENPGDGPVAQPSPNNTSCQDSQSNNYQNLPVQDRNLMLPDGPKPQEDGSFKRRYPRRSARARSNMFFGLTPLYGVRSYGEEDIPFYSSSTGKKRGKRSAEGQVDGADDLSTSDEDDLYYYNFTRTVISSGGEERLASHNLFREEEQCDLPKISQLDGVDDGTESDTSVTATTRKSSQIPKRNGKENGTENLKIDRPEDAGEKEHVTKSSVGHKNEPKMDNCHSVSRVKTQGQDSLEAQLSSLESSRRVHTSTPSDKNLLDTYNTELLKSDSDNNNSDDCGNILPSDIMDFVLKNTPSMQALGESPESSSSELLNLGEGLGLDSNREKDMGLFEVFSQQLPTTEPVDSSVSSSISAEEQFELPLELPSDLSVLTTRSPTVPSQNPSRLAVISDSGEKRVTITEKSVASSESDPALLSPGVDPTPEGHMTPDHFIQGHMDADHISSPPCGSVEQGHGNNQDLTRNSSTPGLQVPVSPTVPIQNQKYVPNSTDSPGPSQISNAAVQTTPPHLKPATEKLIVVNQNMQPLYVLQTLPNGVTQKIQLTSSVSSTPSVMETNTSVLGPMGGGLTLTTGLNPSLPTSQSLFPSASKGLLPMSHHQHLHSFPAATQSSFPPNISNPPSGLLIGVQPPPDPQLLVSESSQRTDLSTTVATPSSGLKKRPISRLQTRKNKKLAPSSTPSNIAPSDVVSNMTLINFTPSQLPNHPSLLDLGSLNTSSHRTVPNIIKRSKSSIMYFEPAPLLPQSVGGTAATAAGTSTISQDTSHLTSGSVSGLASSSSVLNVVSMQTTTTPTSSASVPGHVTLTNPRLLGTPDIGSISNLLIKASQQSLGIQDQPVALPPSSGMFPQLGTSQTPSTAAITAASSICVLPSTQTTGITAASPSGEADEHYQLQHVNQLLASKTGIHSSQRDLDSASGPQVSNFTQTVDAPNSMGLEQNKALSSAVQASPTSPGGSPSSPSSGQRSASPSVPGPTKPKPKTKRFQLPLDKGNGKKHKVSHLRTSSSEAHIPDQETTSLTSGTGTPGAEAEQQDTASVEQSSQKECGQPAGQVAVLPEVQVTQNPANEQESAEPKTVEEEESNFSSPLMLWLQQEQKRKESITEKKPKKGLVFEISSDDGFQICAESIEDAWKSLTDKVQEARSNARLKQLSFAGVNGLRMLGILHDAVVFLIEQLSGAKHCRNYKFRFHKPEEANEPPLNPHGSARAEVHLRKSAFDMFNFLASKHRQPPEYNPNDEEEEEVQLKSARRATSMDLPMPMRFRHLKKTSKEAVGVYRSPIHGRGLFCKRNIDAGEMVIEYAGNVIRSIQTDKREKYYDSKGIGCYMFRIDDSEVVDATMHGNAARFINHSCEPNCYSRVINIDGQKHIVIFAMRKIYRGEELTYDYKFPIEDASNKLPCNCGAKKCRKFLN
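Steps: dispense CXXC domain solution (7 uM) → pin compounds or unlabeled HOX-A9 DNA control → 5 min ambient → add FLSN-HOX-A9 solution (50 nM) → spin → 30 min ambient → fluorescence polarization. Tris pH 7.5/NaCl/DTT/BSA buffer.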
Integrin act MD: activators of alpha7 integrin expression for muscular dystrophy | alpha7betagal myoblasts, beta-gal FDG fluorescence, 48 h | Potency, µM (series often up to 38.3 µM), without a hit: at the top dose activation, actives largely listed as activators | hit rate 0.064% among 350,000 | AID 624291;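 further: potency means the concentration at half of the fitted maximal effect; 100% = response of the positive control SU9516; nearly all actives have a fitted effect of over 60% in size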
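Alpha7betagal+/- myoblasts (passage 13) were plated 16-24 hr, then exposed to compounds (1:260 dilution of DMSO stock) for 48 hours at 37C. After MPER lysis, β-galactosidase reporter activity was read as FDG fluorescence (ex 480/em 540) after 30 minutes.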
AT treatment: potential ataxia-telangiectasia treatment; […] A-T fibroblasts, KAP-1 phosphorylation AlphaLISA; neocarzinostatin DNA damage 30 min before lysis; Potency, µM (highest dose often 57.5 µM), for inactives: top-dose activation, usual class: activators; hit rate 0.19% among 320,000; further: potency means the concentration at half of the fitted maximal effect; % of control where 0% means no effect; nearly all actives have a fitted effect of over 45% in size
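ATM-like activity read as KAP-1 phosphorylation via AlphaLISA donor/acceptor antibody pairs after lysis and 6 hr at 25C. Cells were ATM-null patient fibroblasts ([…], hTERT), dosed 60 min, then exposed to the DSB inducer NCS for 30 min.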
p53 reactivator: re-activators of mutant p53; H1299 p53-A138V BP100-luciferase reporter, luminescence, 24 h; Potency, µM (highest dose often 92.2 µM), inactives show top-dose activity change, positive = activation, usual class: activators; hit rate 0.063% among 320,000; AID 504706; further: potency means the concentration at half of the fitted maximal effect; % of control where 0% means no effect; nearly all actives have a fitted effect of over 45% in size
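H1299 (p53-null), stable ts p53-A138V + BP100-Luc; 1000 cells/well, Opti-MEM/10% FBS; cpd 4 pt, 1:5; 24 h, 37 deg C, 5% CO2; detection reagent 10 min RT; luminescence.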
TCR activator: activates T cell receptor signaling; AID 504894; 330,000 tested, under 10 active; primary human leukocytes, anti-CD3, IL-2 HTRF, 48 h; Potency, µM (series often up to 9.22 µM), without a hit: at the highest dose activation of IL-2 secretion, most hits filed as activators; further: % of control where 0% means no effect
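Using a-CD3 beads without co-stimulation, primary human leukocytes were exposed to compounds for 48 hr. An HTRF IL-2 kit measured the cytokine, with europium-to-d2 energy transfer producing emission at 665nm upon 320nm excitation.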
B2AR arrestin: beta2AR (human) beta-arrestin recruitment activity; P07550; beta-arrestin recruitment to beta2AR, cell-based reporter; Potency, µM (titrated, usually from 46.1 µM), inactives show top-dose activation, usual class: activators; AID 492947; hit rate 0.02% among 330,000;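 further: potency means the concentration at half of the fitted maximal effect; 0% = DMSO controls and full agonism = EC100 isoproterenol or metaproterenol; nearly all actives have a fitted effect of over 65% in size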
The depositor's hits bear a star; ? = inconclusive; / = not tested or not shown; [ ] = remark or other dose. Unless noted, the call rests on the fitted dose curve; in most records, active means well fitted curve in the direction sought with a large enough effect; inconclusive means small, poorly fitted or top-dose-only effect, or another doubt; inactive means no such curve, though single readings can be large; an effect the other way counts as inactive or inconclusive.

Sequence of screens – TSG101-PTAP inh | ELG1 DNA repair | TRPV1 agonist | Integrin act MD | BRCA1 expr up | p53 reactivator | CXXC DNA block | B2AR arrestin | AT treatment | TCR activator
O=C(CCCN1C(=O)C(c2ccccc2)Oc2cccnc21)NCc1ccccc1Cl (stereo not given)
 : 1% | -10% | 17 | -12% | -15% | -3% | 9% | 0.0% | 8% | -2%
Cc1ccc(C)c(NC(=O)NC2CCCCCCC2)c1
 : -4% | -2% | 14 | -22% | 14% | -11% | 7% | -0.9% | 4% | -4%
Cc1cc(C)c2nc(N(CCCN(C)C)C(=O)C3=COCCO3)sc2c1
 : 1% | 23% | 5 | -50%[inhibitor] | -53% | 2% | / | -0.2% | 14% | 0%
CCn1c(COc2ccc(C)cc2)nnc1SCC(=O)Nc1ccc2c(c1)OCCO2
 : -7% | -29% | 0 | -14% | -8% | 6% | -5% | -0.1% | 9% | -8%
OC(CN1C2=NCCCN2c2ccccc21)c1ccc2c(c1)OCO2 (stereo not given)
 : -4% | -5% | 4 | 22% | -32% | -2% | -1% | -0.7% | 6% | 2%
COC(=O)c1c(NC(=O)c2ccccc2)sc2c1CC(C)(C)NC2(C)C
 : -4% | 6% | 0 | -19% | 2% | -3% | 1% | -0.2% | 0% | -2%
CC(C)c1ccc(CNC(=O)C(=O)NCCCn2ccnc2)cc1
 : -1% | 4% | 2 | 10% | -34% | -3% | 2% | -0.2% | 1% | 2%
Cc1ccc(C(=O)Nc2ccccc2N2CCN(C(=O)C(C)C)CC2)cc1
 : -3% | ? | ? | 10% | -33% | -2% | 2% | 0.0% | 8% | /
O=C(Nc1ccc2c(c1)CCC2)C1CCN(c2c3c(nc4ncnn24)CCC3)CC1
 : -5% | ? | -5 | -6%[7.66 µM] | -72% | -2% | 4% | -1.0% | 4% | /
COc1ccc(Oc2c(C)nc(SCC(=O)c3ccc(Cl)cc3)[nH]c2=O)cc1
 : 1% | -16% | -2 | 4% | -10% | -2% | 4% | 4.3% | -14% | 10%
Cc1ccccc1C(=O)NNC(=O)CCC(=O)Nc1cccc(Cl)c1C
 : -7% | ? | -2 | 16% | 7% | 1% | -18% | -0.7% | 5% | 1%[46.1 µM]
CCCCn1c(N)c(N(CCC(C)C)C(=O)c2ccc(COc3ccccc3)o2)c(=O)[nH]c1=O
 : -4% | 0% | -5 | -8% | -17% | -1% | / | -1.3% | 0% | -19%
COc1ccc(-c2nc3ccccc3c(C(=O)Nc3ccc(S(=O)(=O)Nc4cc(C)on4)cc3)c2C)cc1
 : -4% | 13µM* | -3 | 17% | -47% | -1% | -2% | 0.5% | -3% | -2%
Cc1n[nH]c(=O)n1-c1ccc(Oc2ccccc2)cc1
 : -7% | 16% | 0 | 2% | 28% | -2% | 0% | 0.4% | -4% | -5%
CC1(c2ccc(OC(F)F)cc2)NC(=O)N(CC(=O)Nc2ccc(S(N)(=O)=O)cc2)C1=O (stereo not given)
 : -3% | -5% | 0 | 5% | -7% | 5% | 9% | 0.0% | 2% | 4%
CCOC(=O)c1ccccc1NC(=O)COC(=O)CCNS(=O)(=O)c1ccccc1
 : -2% | 13% | 2 | 19% | -2% | 10% | 11% | 0.1% | 2% | -3%
CC(=O)c1cccc(S(=O)(=O)NCCC(=O)NC2CCCCCC2)c1
 : -4% | 0% | 3 | -12% | 1% | 31% | / | -0.8% | 7% | 3%
COc1ccc(Oc2ncnc3sccc23)cc1
 : 0% | ? | 6 | 16% | ? | 17% | 6% | 0.3% | 0% | 2%
O=C(Nc1nc2ccc(Br)cc2s1)c1ccco1
 : -2% | ? | 26 | 11% | ? | ? | 11% | -0.5% | 9% | -5%
Cc1ccc(C)c(OCCC(=O)Nc2ccc(S(=O)(=O)N3CCCC3)cc2)c1
 : -7% | -28% | 22 | -23% | -17% | 9% | / | -0.3% | 1% | /
CCN(CC)S(=O)(=O)c1cc(NC(=O)C(C)N2CCc3ccccc32)ccc1C (stereo not given)
 : 1% | ? | ? | -38% | -43% | 0% | 3% | 0.0% | -4% | -5%
O=C(CN1CCc2ccccc21)NN1CC(=O)N(c2ccccc2)CC1=O
 : 0% | -17% | -3 | -12% | -1% | 1% | -3% | -0.2% | -5% | -42%
COCCn1c(SCC(=O)N2CCOCC2)nc2ccccc2c1=O
 : -3% | 5% | 3 | -21% | -3% | -3% | 10% | -0.2% | 3% | 2%
CCOC(=O)c1c(-c2ccccc2)csc1NC(=O)CCN1C(=O)c2ccccc2C1=O
 : 0% | ? | 8 | 7% | 12% | -3% | -10% | 0.3% | -10% | 1%[46.1 µM]
Cc1ccccc1NC(=O)COC(=O)c1n[nH]c(=O)c2ccccc12
 : -4% | 16% | -3 | 4% | -6% | 4% | / | 0.3% | -4% | 0%
CCN(CC)S(=O)(=O)c1ccc(NC(=O)Cn2cnc3ccccc3c2=O)cc1
 : -3% | 6% | -4 | -10% | 0% | -10% | -2% | 0.0% | -1% | 3%
COc1ccccc1-c1ccc(Nc2ccc(C(=O)N3CCOCC3)cc2)nn1
 : 0% | -29% | 13 | 12% | 1% | -6% | -9% | -0.4% | -5% | 0%[46.1 µM]
COc1ccc(C(=O)c2ccc(OC)c3cccc(O)c23)cc1OC
 : -5% | -1% | 5 | -31% | -25% | -5% | -5% | -0.2% | 1% | 5%
CC1=C(C(=O)Nc2ccccc2)C(c2cccc([N+](=O)[O-])c2)Nc2nc3ccccc3n21 (stereo not given)
 : -3% | -19% | 2 | -30% | -46% | 3% | 12% | -0.1% | -1% | 13%
Cc1cnc(NC(=O)CCCNC(=O)c2ccc(Cl)cc2)s1
 : -5% | ? | 6 | 12% | ? | ? | / | -1.0% | -2% | -5%
Cc1cc(=O)n(CCCO)c(O)c1C#N
 : -3% | 1% | -2 | 11% | 19% | -6% | 14% | -0.3% | -4% | 2%
CCOP(=O)(/C(C#N)=C(\C)O)c1ccccc1 (stereo not given)
 : -8% | -14% | -1 | 0% | 3% | 1% | 7% | 0.0% | 4% | -5%
C[C@@H]1CC[C@]2(O[C@@H](CCO)C[C@@H](O)[C@@H]2O)O1
 : -8% | ? | -4 | 9% | 4% | -1% | 0% | -0.6% | 10% | 1%
CC(C)(C)c1ccc2c(c1)C(=O)c1ccccc1C2=O
 : 1% | ? | 0 | -26% | 56% | ? | -6% | 0.3% | 20% | 8%[46.1 µM]
O=C(NC1CCCCCC1)c1c(O)c2cccc3c2n(c1=O)CCC3
 : / | 9% | 3 | / | / | -10% | 1% | 0.4% | -3% | /
CCOc1ccc(N2C(=O)CC(NCCc3c[nH]c4ccccc34)C2=O)cc1 (stereo not given)
 : -7% | -12% | 7 | 59% | -24% | -7% | -4% | 0.1% | -1% | 6%
O=C1NC(=O)C(=O)N1
 : 1% | 12% | 0 | / | 0% | 7% | / | 0.0% | 3% | 2%
Cc1onc(-c2ccccc2)c1C(=O)Nc1cccc(C#N)c1
 : -4% | ? | 4 | 16% | -3% | -1% | 9% | -0.4% | 2% | -1%
CC(C)CNC(=O)C(=O)NNC(=O)C1CCCCC1
 : -9% | ? | -8 | 3%[7.66 µM] | 5% | 5% | -8% | -1.7% | 10% | -6%
CNC(=S)N(Cc1ccc(OC)cc1)Cc1cc2ccc(C)cc2[nH]c1=O
 : -5% | -14% | 7 | ? | -2% | -3% | 0% | 0.2% | 7% | -4%
Cc1cc(C(=O)OCC(=O)Nc2ccccc2C(F)(F)F)on1
 : -4% | 22% | / | -8% | 0% | 2% | / | -0.4% | 13% | -3%
CCCCN(C(=O)CNC(=O)c1ccco1)C(C(=O)NC1CCCCC1)c1cccnc1 (stereo not given)
 : 4% | 12% | -3 | 15% | -12% | 1% | 1% | -0.4% | 7% | -1%
Cn1c(C(=O)OCC(=O)NCCc2ccccc2)cc2sccc21
 : 0% | 13% | 6 | 28% | 13% | -2% | 10% | -0.2% | 7% | -2%
CC1(C)CC(=O)c2cc(OCC(=O)NCCCN3CCN(c4ccccc4F)CC3)ccc2O1
 : 4% | ? | 1 | -28% | -33% | 13% | -1% | 0.1% | -10% | -8%
CCn1nnnc1SCC(=O)Nc1sc(C)c(C)c1C#N
 : -2% | -19% | -3 | 21% | -10% | -6% | 5% | -0.3% | 5% | 6%
OCc1csc(=Nc2ccccc2)n1-c1ccccc1
 : -6% | ? | -1 | -24% | 5% | 4% | 2% | -0.4% | 4% | 4%
O=C1NNC(=O)C2C3C=CC(C4CC34)C12 (stereo not given)
 : 2% | 11% | 3 | 19% | 49% | 10% | 20% | 0.3% | / | -5%
Nc1cc(=O)[nH]c(SCCOc2ccccc2)n1
 : 0% | 5% | -5 | 27% | -14% | -4% | -19% | -0.1% | 0% | -3%
